p53 reactivation: re-activators of mutant p53; 320,000 tested, 0.063% active; Potency, µM (top dose mostly 92.2 µM), for the others: at the top dose activity change, positive = activation, hits mostly activators; AID 504706; H1299 p53-A138V BP100-luciferase reporter, luminescence, 24 h; also: potency is read from the fitted curve at half-maximal effect; % of control where 0% means no effect; nearly all actives have a fitted effect of over 45% in size
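p53-null H1299 cells stably carrying temperature-sensitive p53-A138V and a BP100-luciferase reporter were pinned with compounds (4-point, 1:5 series) and held 24 hrs at 37 deg C. Luminescence was read 10 min after detection reagent.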
TRPV1 agonist: agonists of human vanilloid receptor 1 (TRPV1) | Q8NER1 | TRPV1-expressing cells, Fluo-8 calcium influx, agonist mode | activation, % at 8.33 µM | 320,000 tested, 0.19% active | AID 540275; in the data active = activation above about 80%; inconclusive = between about 30% and that limit; also: 0% is about no effect
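Fluo-8 calcium influx in TRPV1-expressing cells, kinetic read (ex 480/em 520 nm). Compound added and read 3 min for agonist activity, followed by capsaicin at EC20 final and 2 min further read for enhancement.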
uPA generation: inhibitors of cell surface uPA generation; cell surface uPA generation assay, qHTS; Potency, µM (titrated, usually from 38.3 µM), for the others: top-dose activity change, negative = inhibition, usual class: inhibitors; 330,000 tested, 0.31% active; AID 540303; active = well fitted inhibition curve with a large enough effect; inconclusive = small, poorly fitted or top-dose-only effect; inactive = no such curve, though single readings can be large or run the other way; tested in mouse RAW 264.7 cells; also: potency is read from the fitted curve at half-maximal effect; % is scaled to controls: 0 for no effect and ±100 for the full control effect; nearly all actives have a fitted effect of over 55% in size
B2AR arrestin: beta2AR (human) beta-arrestin recruitment activity | beta-arrestin recruitment to beta2AR, cell-based reporter | Potency, µM (series often up to 46.1 µM), inactives show at the highest dose activation, most hits filed as activators | 330,000 tested, 0.02% active;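 also: potency is read from the fitted curve at half-maximal effect; 0% = DMSO controls and full agonism = EC100 isoproterenol or metaproterenol; nearly all actives have a fitted effect of over 65% in size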
a7 integrin act: activators of alpha7 integrin expression for muscular dystrophy | Potency, µM (titrated, usually from 38.3 µM), for the others: at the highest dose activation, usual class: activators | 350,000 tested, 0.064% active | alpha7betagal myoblasts, beta-gal FDG fluorescence, 48 h | AID 624291;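 also: potency is read from the fitted curve at half-maximal effect; 100% = response of the positive control SU9516; nearly all actives have a fitted effect of over 60% in size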
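alpha7betagal+/- myoblasts (passage 13, 250/well) treated 48 h at 37C with compounds at 1:260 dilution of DMSO stock. Lysed, then beta-galactosidase activity read as FDG fluorescence (ex 480/em 540) after 30 min, with pre-read for autofluorescence.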
Eya2 phos inh: inhibitors of human Eya2 phosphatase activity | O00167 | 330,000 tested, 0.006% active | Potency, µM (series often up to 76.9 µM), inactives show at the top dose activity, negative = inhibition, hits mostly inhibitors | recombinant Eya2, OMFP fluorescence dephosphorylation (OMFP is methylfluorescein phosphate); also: potency is read from the fitted curve at half-maximal effect; % is scaled to controls: 0 for no effect and ±100 for the full control effect
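Eya2 (0.2 uM) preincubated 10 min at ambient with compound, then OMFP substrate added at 50 uM; 10 min reaction in 50 mM HEPES pH 7.5, 50 mM NaCl, 5 uM MgCl2, 0.05% BSA, 1 mM DTT. Fluorescence read at Ex 485/Em 525 nm.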
S-ASM inh: inhibitors of human secretory acid sphingomyelinase | Potency, µM (highest dose often 57.5 µM), without a hit: top-dose activity change, negative = inhibition, hits mostly inhibitors | P17405 | 340,000 tested, 0.006% active | placental ASM, HMU-PC fluorogenic substrate, 60 min; also: potency is read from the fitted curve at half-maximal effect
Target sequence (P17405 47-631 limits assumed): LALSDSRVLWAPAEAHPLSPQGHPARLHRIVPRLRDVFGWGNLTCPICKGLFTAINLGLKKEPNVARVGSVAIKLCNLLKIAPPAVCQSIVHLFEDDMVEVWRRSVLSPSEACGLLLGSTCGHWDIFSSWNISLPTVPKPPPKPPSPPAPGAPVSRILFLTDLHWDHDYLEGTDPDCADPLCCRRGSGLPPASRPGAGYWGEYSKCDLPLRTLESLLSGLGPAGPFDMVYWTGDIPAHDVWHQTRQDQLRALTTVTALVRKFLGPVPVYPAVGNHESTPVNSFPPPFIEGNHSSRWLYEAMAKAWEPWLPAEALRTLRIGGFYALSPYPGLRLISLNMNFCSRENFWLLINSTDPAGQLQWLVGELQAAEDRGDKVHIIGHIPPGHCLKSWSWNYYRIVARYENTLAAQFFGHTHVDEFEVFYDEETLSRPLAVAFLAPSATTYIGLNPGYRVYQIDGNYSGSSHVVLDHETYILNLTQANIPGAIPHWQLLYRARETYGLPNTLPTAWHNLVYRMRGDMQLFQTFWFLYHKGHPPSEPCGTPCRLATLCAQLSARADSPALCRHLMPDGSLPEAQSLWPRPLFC
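Steps: dispense placental human ASM, pin compound, wait 10 min at room temperature, add HMU-PC0 substrate at 9 uM final, incubate 60 min at 37 °C, add stop solution raising pH to 10, read fluorescence.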
TSG101-PTAP inh: blocks PTAP/TSG101 interaction to inhibit HIV-1 budding; Fluorescence polarization, FITC-PTAP peptide / Tsg101 binding; Potency, µM (doses to about 115 µM), without a hit: top-dose activity change, negative = inhibition, usual class: inhibitors; 340,000 tested, under 10 active; active = well fitted inhibition curve with a large enough effect in the main read-out, with a control signal flat, not every such curve was filed as active; inconclusive = small, poorly fitted or top-dose-only effect, or effect the other way, or a change in a side signal; inactive = no such curve, though single readings can be large or run the other way; also: potency is read from the fitted curve at half-maximal effect; % of control where 0% means no effect
Target sequence (Q99816 whole entry, looked up): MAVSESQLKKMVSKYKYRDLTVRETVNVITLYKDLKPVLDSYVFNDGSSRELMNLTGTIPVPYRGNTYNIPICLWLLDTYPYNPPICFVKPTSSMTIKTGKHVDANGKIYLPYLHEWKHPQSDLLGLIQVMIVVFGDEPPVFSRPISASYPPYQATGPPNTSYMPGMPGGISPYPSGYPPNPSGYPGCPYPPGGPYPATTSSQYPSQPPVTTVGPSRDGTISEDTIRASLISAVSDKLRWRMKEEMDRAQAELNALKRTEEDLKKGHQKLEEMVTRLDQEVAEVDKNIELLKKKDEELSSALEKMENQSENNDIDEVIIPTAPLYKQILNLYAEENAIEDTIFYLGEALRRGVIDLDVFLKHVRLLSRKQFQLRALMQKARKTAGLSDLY
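Fluorescence anisotropy tracks displacement of a FITC-tagged PTAP peptide (50 nM) from the Tsg101 binding domain (10 uM), following a 20 min room-temperature incubation at pH 7.5.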
BRCA1 expr act: activators of BRCA1 expression; 380,000 tested, 1.1% active; MCF7-BRCA1-FFLuc reporter, luminescence, 48 h; response scale: scaled: vehicle 0%, 10 µM genistein 100%; Potency, µM (doses to about 46.1 µM), without a hit: at the highest dose activation, most hits filed as activators; also: potency is read from the fitted curve at half-maximal effect; nearly all actives have a fitted effect of over 80% in size; some results filed as inactive show a strong effect at the top dose
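Compounds are tested at multiple concentrations on MCF7 BRCA1-luciferase reporter cells seeded at 2000 per well; after 48 h, a single luminescence end-point is taken and curves fitted to the normalized data.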
ELG1 genotox: genotoxicity induction in ELG1-luciferase HEK293T cells | Potency, µM (series often up to 46 µM), for the others: at the highest dose activity change, positive = activation, hits mostly activators | HEK293T ELG1-luciferase reporter, luminescence, 16 h | 330,000 tested, 1.3% active; also: potency is read from the fitted curve at half-maximal effect; % of control where 0% means no effect; nearly all actives have a fitted effect of over 60% in size
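ELG1-luciferase HEK293T cells, 2,000/well; compound pinned in; 16 hr, 37 °C, 5% CO2; ONE-Glo, 30 min RT; luminescence on CCD imager.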
USP2a inh: blocks human ubiquitin-specific protease USP2a; 330,000 tested, 0.01% active; Potency, µM (series often up to 38.3 µM), for inactives: at the top dose activity change, negative = inhibition, hits mostly inhibitors; O75604; USP2 core, Ub-CHOP2 coupled fluorogenic reporter, 485/531; AID 463254;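 also: potency is read from the fitted curve at half-maximal effect; plate controls were DMSO wells for no effect and full inhibition by NEM control for full effect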
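USP2 core (10nM final) preincubated 30min RT with compound in 20mM Tris-HCl pH 8.0, 2mM CaCl2, 2mM beta-mercaptoethanol, 0.05% CHAPS; 25nM Ub-CHOP2 plus 25nM reporter substrate added, fluorescence (Ex485/Em531) read after 60min.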
An asterisk follows results filed as active; i = inactive; ? = inconclusive; . = not tested or not shown; [ ] = dose if it differs, or a comment. Unless noted, calls follow the shape of the dose curve; as a rule, active = well fitted curve in the direction sought with a large enough effect; inconclusive = small, poorly fitted or top-dose-only effect, or another doubt; inactive = no such curve, though single readings can be large; an effect the other way counts as inactive or inconclusive.

SMILES	p53 reactivation	TRPV1 agonist	uPA generation	B2AR arrestin	a7 integrin act	Eya2 phos inh	S-ASM inh	TSG101-PTAP inh	BRCA1 expr act	ELG1 genotox	USP2a inh
COc1ccc(Cl)cc1Nc1nc(C)nc2c1nnn2Cc1ccccc1	.	13	4%	0.1%	-13%	-1%	15%	0%	-17%	8%	-5%
O=c1c2ccccc2nc2n1CC/C2=C/N1CCN(c2cccc(C(F)(F)F)c2)CC1	-2%	6	-9%	-0.9%	-9%	14%	-24%	-4%	-33%	2%	11%
COc1ccc(S(=O)(=O)Nc2ccc(S(=O)(=O)NCC3CCCO3)cc2)cc1 (stereo unspecified)	-4%	-2	4%	-0.4%	8%	5%	-4%	-5%	-17%	0%	-1%
Cc1cnc(C(=O)OCC(=O)c2ccc(C)s2)cn1	11%	0	8%	-0.1%	-5%	15%	17%	-5%	1%	3%	0%
O=C(C1=C[C@H](c2ccccc2)C[C@H](OCc2ccc(CO)cc2)O1)N1CCCCCCC1	2%	3	.	-0.5%	.	-13%	.	.	.	-3%	-4%
CC1=C(C/C=C(\C)CCC[C@H](C)CCC[C@H](C)CCCC(C)C)C(=O)c2ccccc2C1=O	.	.	7%	.	-6%	.	-8%	-4%	-12%	.	.
O=C(Nc1nc2ccccc2s1)c1cc(-c2ccccc2)nn1-c1ccccc1	?	3	?	0.0%	0%	-1%	-5%	0%	25%	-4%	0%
Cc1nc2ccccc2c(=O)n1NC(=O)c1c(O)c2c(n(CC(C)C)c1=O)CCCC2	-1%	-3	.	-0.5%	-15%	-5%	-6%	-2%	-56%	-5%	-1%
CC1C/C(=C/c2ccccn2)C(=O)/C(=C/c2ccccn2)C1 (stereo unspecified)	-11%	13	-4%	0.0%	-38%[inhibitor]	-4%	0%	-1%	-91%	-17%	2%
O=C1Cc2ccccc2Sc2ccc(Cl)cc21	-5%	4	0%	0.0%	-5%	8%	-13%	-6%	5%	5%	0%
COc1ccc(NS(=O)(=O)c2cccc(C(=O)NC3CCC(O)CC3)c2)cc1 (stereo unspecified)	-6%	-4	-7%	0.1%	-22%	5%	-3%	-2%	-19%	-7%	1%
CCC/C(=N/NC(=O)c1cccc(Cl)c1)c1ccccc1	8%	?	-1%	7.3%	0%	-4%	-2%	2%	-1%	1%	0%
CCN(c1ccccc1)S(=O)(=O)c1cc(C(=O)NCc2ccccn2)ccc1C	2%	?	-1%	-0.4%	13%	19%	3%	-1%	-23%	-9%	-1%
COc1ccc(NC(=O)CNC(=O)c2cccs2)cc1Cl	5%	-4	4%	0.1%	?	4%	2%	0%	39%	13%	1%
COc1ccc(-c2nc(C(=O)NCC3CCCO3)cc3c2[nH]c2ccccc23)cc1 (stereo unspecified)	-1%	?	?	14%	-16%	-22%	26%	1%	-73%	-14%	-7%
CC(C)Cn1c2ccccc2c2cc(C(=O)O)ccc21	-2%	1	.	0.0%	-9%	-5%	-5%	-4%	-5%	6%	1%
COc1ccc(CC(NC(C)=O)C(=O)NC2CCN(S(=O)(=O)c3ccccc3)CC2)c(OC)c1 (stereo unspecified)	-1%	-4	-2%	-0.6%	-2%	10%	4%	0%	-3%	0%	1%
CCOc1ccc(NC(=O)CN(C)C(=O)c2cc(C)oc2C)cc1OCC	-5%	-5	3%	-0.1%	-17%	5%	4%	-1%	-4%	0%	-1%
CC(C)CN(C(=O)c1cccc(S(=O)(=O)N2CCN(C)CC2)c1)C1CCS(=O)(=O)C1 (stereo unspecified)	3%	-5	5%	0.1%	-2%	1%	2%	0%	-12%	3%	0%
CCOc1ccc(NC(=O)CN(C)C(=O)c2ccc(C)o2)cc1OCC	0%	0	-5%	-0.4%	-21%	-3%	-2%	0%	-11%	-2%	1%
CCN(CC)C(=O)c1[nH]cnc1C(=O)Nc1ccc(Cl)cc1	-5%	6	3%	-0.6%	7%	-12%	0%	-1%	-2%	1%	1%
CCCS(=O)(=O)N1CCN(CCCc2ccccc2)CC1	-3%	0	12%	0.1%	10%	6%	1%	0%	6%	0%	0%
O=C(Nc1cc2cccc([N+](=O)[O-])c2oc1=O)c1cccs1	5%	3	1%	0.1%	-9%	6%	-3%	-2%	-30%	4%	2%
COc1cccc(C(C)=C2SC(=S)NC2=O)c1	.	.	-2%	.	29%	.	-7%	-5%	24%	.	.
CC(OC(=O)c1cc(S(=O)(=O)Nc2ccc(F)cc2)ccc1Cl)C(=O)Nc1ccc2c(c1)OCCO2 (stereo unspecified)	-4%	4	0%	0.1%	?	-2%	-11%	-7%	0%	0%	1%
COc1ccc(NC(=O)/C(=C\c2ccncc2)NC(=O)c2ccccc2)cc1	1%	1	6%	-0.3%	-8%	8%	6%	-1%	0%	0%	-1%
COc1cccc(Cn2nnc3c(=O)[nH]c(C4CCCN(C(=O)c5ccccc5Cl)C4)nc32)c1 (stereo unspecified)	-6%	?	-5%	-0.2%	12%	1%	-3%	-9%	26%	0%	2%
COCCNC(=O)C(c1ccc(F)cc1)N(CCOC)C(=O)CCC(=O)Nc1ccccn1 (stereo unspecified)	16%	-2	0%	-0.1%	0%	1%	-1%	-5%	-2%	0%	3%
Cc1cc2occ(CC(=O)O)c2cc1C	-1%	1	5%	0.0%	-7%	7%	3%	-2%	-6%	2%	4%
O=C(CSc1nnc(CNc2ccc(F)cc2)n1CC1CCCO1)Nc1ccccc1 (stereo unspecified)	-5%	-4	3%	-2.0%	-24%	7%	0%	-4%	0%	-1%	0%
O=C(Nc1cc(Cl)ccc1N1CCOCC1)C1=COCCO1	0%	14	1%	-0.5%	26%	10%	2%	0%	-21%	2%	1%
Cc1ccccc1NC(=O)NCC1CCN(Cc2cccc(Cl)c2)CC1	-4%	27	1%	-0.6%	-29%	8%	0%	-5%	-2%	2%	1%
Cc1cc(C)c(NC(=O)CSc2nc3ccc(NC(=O)CSc4nnnn4-c4ccccc4)cc3s2)c(C)c1	-16%	1	-1%	-1.9%	-2%	-11%	-1%	0%	-67%	2%	2%
CC(=O)c1ccc(OCCCC(=O)NNC(=O)c2ccccn2)cc1	10%	3	?	-0.1%	-43%	1%	2%	-4%	-21%	10%	0%
O=C(O)/C=C/c1cn(Cc2ccccc2)nc1-c1cccnc1	1%	-1	2%	0.0%	-7%	3%	0%	0%	3%	-5%	7%
O=C1CC/C=C\C[C@@H](CC(=O)N(CCO)Cc2ccccc2)C(=O)NC[C@@H](c2ccccc2)O1	0%	.	18%	0.1%	6%	-25%	1%	2%	-2%	2%	3%
CC(=O)Nc1c(S(=O)(=O)c2ccccc2)c2nc3ccccc3nc2n1Cc1ccccc1	1%	8	-9%	-0.1%	-3%	-6%	i	-3%	-8%	-6%	2%
Cc1c(CCO)c(=O)oc2n[nH]c(-c3ccccc3)c12	-3%	1	2%	-0.5%	21%	-2%	1%	-5%	-6%	-2%	-4%
CCOC(=O)c1nn(-c2ccc(C)cc2)c(=O)cc1OCC(=O)N1CCN(c2ccccc2)CC1	3%	3	-5%	-0.4%	14%	-1%	.	-2%	-14%	-12%	0%
CCOC(=O)NCC(C#CCN(CC)CC)N(CC)CC (stereo unspecified)	7%	3	6%	0.0%	-5%	4%	1%	-1%	16%	-3%	1%
CCOC(=O)c1c(C)oc2c1cc(NS(=O)(=O)c1ccc(C(=O)O)cc1)c1ccccc12	4%	0	1%	-0.8%	4%	2%	-3%	-8%	-49%	6%	0%
COc1cc(CN2CCN(C(=O)CC(C)C)CC2)cc(OC)c1O	14%	0	-20%	-0.1%	-45%[inhibitor]	16%	7%	-5%	20%	1%	0%
COc1ccc(NC(=O)N2CCN(c3cccc(C(F)(F)F)c3)CC2)cc1OC	-11%	2	0%	-0.4%	-19%	2%	-2%	-1%	-34%	-12%	-1%
O=C(NCCCN1CCCC1=O)c1cccc(S(=O)(=O)N2CCCCC2)c1	11%	-2	13%	-0.6%	5%	1%	3%	0%	-5%	-3%	4%
C=CCN(c1ccc(Cl)cc1)S(=O)(=O)c1cccc(C(=O)OCC(=O)N(C)C)c1	-1%	?	?	0.3%	-6%	-3%	-3%	-2%	0%	-4%	3%
C[C@H]1CN=C(Nc2ccccc2)N1CCCC1CCCCC1	.	-2	-23%	0.5%	-50%[inhibitor]	3%	4%	-2%	-47%	-7%	-1%
Cc1cc2nc(-c3ccccc3)cc(=O)n2[nH]1	4%	3	-24%	-0.5%	?	-2%	80%[activator]	2%	10µM*	11%	-2%

Source: PubChem BioAssay (National Center for Advancing Translational Sciences (NCATS))

No enrichment for hits; overall some 2.6% were active at least once.
